Bioassay records from PubChem BioAssay.
D1 ag: activates the human D1 dopamine receptor; P21728; HEK293 T-REx D1 cells, calcium flux, agonist mode; actives 1% (n = 360,000); activation, % at 2 µM; in the data active = activation above about 30%; note: 0% is about no effect
Target sequence (P21728 whole entry, looked up): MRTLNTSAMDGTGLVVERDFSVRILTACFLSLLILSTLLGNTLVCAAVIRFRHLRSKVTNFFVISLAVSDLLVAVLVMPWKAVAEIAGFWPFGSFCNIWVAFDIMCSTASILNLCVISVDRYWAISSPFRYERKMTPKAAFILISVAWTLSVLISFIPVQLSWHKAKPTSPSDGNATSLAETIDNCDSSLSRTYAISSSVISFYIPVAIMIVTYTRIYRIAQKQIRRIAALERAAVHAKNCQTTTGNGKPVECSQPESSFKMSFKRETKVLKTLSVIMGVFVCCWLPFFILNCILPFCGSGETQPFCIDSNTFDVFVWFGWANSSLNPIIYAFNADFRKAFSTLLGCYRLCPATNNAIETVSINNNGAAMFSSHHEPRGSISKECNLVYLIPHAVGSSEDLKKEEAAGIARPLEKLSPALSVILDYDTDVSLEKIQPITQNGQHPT
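Tetracycline-induced HEK293 TREx D1 cells, force-coupled to calcium signalling, were dye-loaded with a no-wash calcium kit. Compound was pin-added after a 10 s baseline. Fluorescence was read kinetically at 1 cycle/s for 180 s, with calcium rises flagged as agonism.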
D1 antag: antagonists of human D1 dopamine receptor. P21728. HEK293 TREx D1 cells, calcium flux, dopamine EC80; hits give low values. activity change, negative = inhibition, % at 10 µM. actives 3.2% (n = 360,000). AID 504652; in the data active = activity change below about -30%; note: % is set by controls: 0 for no effect and ±100 for the full control effect
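Tetracycline-induced HEK293 Trex D1 cells, force-coupled to calcium, dye-loaded; compounds added and read 180 s, then EC80 dopamine added and calcium flux tracked kinetically another 180 s.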
TRHR ag: TRH receptor (human) agonism; TRHR cells, calcium flux fluo-8, FDSS agonist mode; activation, % at 2 µM; P34981; actives 0.18% (n = 360,000); AID 493084; in the data active = activation above about 30%; note: 0% is about no effect
Target sequence (P34981 whole entry, looked up): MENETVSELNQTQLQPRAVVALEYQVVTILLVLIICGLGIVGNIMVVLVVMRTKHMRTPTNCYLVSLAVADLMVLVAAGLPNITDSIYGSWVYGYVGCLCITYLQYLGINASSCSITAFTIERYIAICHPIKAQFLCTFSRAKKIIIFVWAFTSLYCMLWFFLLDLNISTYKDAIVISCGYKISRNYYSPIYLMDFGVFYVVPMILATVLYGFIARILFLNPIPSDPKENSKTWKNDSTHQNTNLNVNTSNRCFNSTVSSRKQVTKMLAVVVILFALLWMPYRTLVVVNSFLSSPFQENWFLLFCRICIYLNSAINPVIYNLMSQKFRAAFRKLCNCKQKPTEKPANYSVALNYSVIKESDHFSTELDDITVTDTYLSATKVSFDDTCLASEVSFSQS
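Read-out: compound-evoked intracellular calcium rise in TRHR cells, fluo-8 dye, kinetic FDSS fluorescence at 1 s/cycle following a 10-cycle baseline. Cells cultured overnight before dye loading (30 min–1.5 h, RT).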
Anesthetic bind: binds horse apoferritin like a general anesthetic. P02791. apoferritin/1-aminoanthracene competitive binding, fluorescence. actives 0.074% (n = 350,000). Potency, µM (titrated, usually from 77.5 µM), without a hit: at the top dose activity change, negative = displacement, hits mostly inhibitors; note: potency is the fitted concentration of half-maximal effect; % is set by controls: 0 for no effect and ±100 for the full control effect; nearly all actives have a fitted effect of over 20% in size
Target sequence (P02791 2-175 limits assumed): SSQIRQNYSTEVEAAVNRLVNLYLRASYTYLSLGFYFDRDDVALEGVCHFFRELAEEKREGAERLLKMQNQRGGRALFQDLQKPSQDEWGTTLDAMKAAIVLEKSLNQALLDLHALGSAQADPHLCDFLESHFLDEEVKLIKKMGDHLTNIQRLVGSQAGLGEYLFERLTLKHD
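Probe: 1-aminoanthracene (50% saturated, PBS). Protein: horse-spleen apoferritin, 10 uM. Incubation: 10 min, room temperature. Detection: 380 nm excitation, 535 nm emission. Analysis: normalized response, four-parameter Hill.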
TRHR enhancer: TRH receptor (human) allosteric enhancement. P34981. TRHR cells, fluo-8 calcium fluorescence, EC20 TRH enhancement. enhancement, % at 2 µM. actives 0.66% (n = 360,000); in the data active = enhancement above about 30%; note: 0% is about no effect
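Enhancer read-out: after compound pinning and an initial kinetic agonist-mode read, an EC20 of TRH (10 nM final) was injected and fluo-8 calcium signal (Ex 480/Em 530) followed at 1 s/cycle for 100 cycles in TRHR-expressing cells.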
D1 PAM: potentiators of human D1 dopamine receptor | HEK293 TREx D1 cells, calcium flux, dopamine EC20 potentiation | actives 0.036% (n = 360,000) | potentiation, % at 10 µM | AID 504651 | P21728; in the data active = potentiation above about 30%; note: 0% is about no effect
RXFP1 antagonist: antagonists of human relaxin receptor RXFP1 | Q9HBX9 | HEK293-RXFP1, relaxin-stimulated cAMP HTRF, 30 min; hits give low values | activity change, negative = inhibition, % at 57.5 µM | actives 0.59% (n = 350,000) | AID 1259400;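 active = activity change of -60% or lower, but not beyond a set lower limit; inconclusive = change between -60% and -40%, or beyond the set limit; inactive = change above -40%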; note: % is set by controls: 0 for no effect and ±100 for the full control effect
RXFP1 agonist: RXFP1 (human) receptor agonism | Q9HBX9 | HEK293T-RXFP1 cAMP TR-FRET, 30 min; response scale: percent of porcine relaxin response, buffer zero | Potency, µM (doses to about 57.5 µM), for inactives: at the top dose activation, hits mostly activators | actives 0.3% (n = 370,000) | AID 2676; note: potency is the fitted concentration of half-maximal effect; % is set by controls: 0 for no effect and ±100 for the full control effect; nearly all actives have a fitted effect of over 60% in size; many of its hits are not listed in these tables
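HEK293T cells stably expressing RXFP1 were pretreated with the PDE4 inhibitor Ro 20174, exposed to compounds for 30 min at 37C, lysed, and cAMP was read by TR-FRET. Data normalized to buffer (basal) and 29 nM porcine relaxin (100%).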
D2 PAM: positive allosteric modulators of human D2 dopamine receptor. potentiation, % at 10 µM. HEK293 T-REx D2, calcium flux, EC20 dopamine potentiation. P14416. actives 0.34% (n = 340,000);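 active = potentiation over 3 SD above the plate norm, cut at about 30% in these data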; note: 0% is about no effect
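Potentiation of an EC20 dopamine calcium response is measured in a force-coupled, tetracycline-inducible Hek293 Trex D2 line. Compound-only kinetic reads over 180 s flag agonists before dopamine addition.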
* hit, by the source's call; ? = inconclusive; / = no result given; & = joins results of further samples. Unless noted, calls come from the whole dose curve; as a rule, active = well fitted curve in the direction sought with a large enough effect; inconclusive = small, poorly fitted or top-dose-only effect, or another doubt; inactive = no such curve, though single readings can be large; an effect the other way counts as inactive or inconclusive.

mol	D1 ag	D1 antag	TRHR ag	Anesthetic bind	TRHR enhancer	D1 PAM	RXFP1 antagonist	RXFP1 agonist	D2 PAM
FC(F)(F)c1ccccc1NC1=NCCCS1	0	-1	-1.8	2%	-6	3	0	2.1%	-22
COc1cccc(CN2CCN(C(=O)COc3ccc4ccccc4c3)CC2)c1	4	5	-0.9	?	9	-9	-26	0.9%	0
Cc1ccc2c(c1)C1CN(C)CCC1N2C(=O)CCCN1C(=O)c2cccc3cccc(c23)C1=O (stereo unspecified)	1	-49*	0.1	-21%	6	-16	-9	6.5%	-3
OC(CN1CCC(c2c[nH]c3ccccc23)CC1)C(F)(F)F (stereo unspecified)	4	-41*	1.0	-6%	3	-9	2	0.7%	-15
CCNc1nc2[nH]c(=O)c3c(c2s1)OC(N)=C(C#N)C3c1cccs1 (stereo unspecified)	19	5	10	?	1	-1	/	2.1%	-8
CC/C(=N\NC(=S)Nc1ccccc1)c1c(O)[nH]c(=O)[nH]c1=O	3	5	-0.7	0%	-6	-3	-6	0.0%	6
COP(=O)(OC)Oc1ccc(C(O)C(Cl)(Cl)Cl)cc1 (stereo unspecified)	2	-14	0.6	-15%	17	-8	-9	0.8%	-11
O=C1NC(=O)C2(Cc3ccccc3N3CCOCC32)C(=O)N1c1ccccc1 (stereo unspecified)	0	14	0.5	-11%	0	-3	4	1.6%	9
CCc1ccc(N2C(=O)NC(=O)/C(=C\C=C\c3ccco3)C2=O)cc1	10	19	11	-15%	-1	-5	-27	1.4%	12
CC(=O)Nc1ccc(C2CN(C)CC2C(=O)c2ccc(Cl)cc2)cc1 (stereo unspecified)	2	-6	-0.1	-15%	5	3	0	2.8%	1
COc1cc(CN2CCNCC2)cc(OC)c1OC	-4	-26	0.4	1%	-1	-3	9	-0.1%	/
CCCCNc1ccncc1S(=O)(=O)NC(=O)NC(C)C	2	-13	0.0	-8%	-4	-9	-6	1.2%	-1

Further compounds:
mol	D1 ag	D1 antag	TRHR ag	Anesthetic bind	TRHR enhancer	D1 PAM	RXFP1 antagonist	RXFP1 agonist	D2 PAM
CCOP(=O)(OCC)C1(O)C(=O)Nc2ccc(Br)cc21 (stereo unspecified)	2	-27	0.4	4%	2	-6	-10	-1.1%	4
C[C@@]1([C@@H](NP(=O)(c2ccccc2)c2ccccc2)c2ccccc2)C[C@H]1CCO	-3	-6	-0.9	-13%&4%	4	-8	/	2.3%	-2
Cc1[nH]c2ccccc2c1C1=CCNCC1	-1	4	-0.2	?	1	2	-4	-3.1%	/
Cc1ccccc1-n1c(C)cc(/C=C2/C(=O)NC(=O)N(Cc3ccco3)C2=O)c1C	5	6	0.2	-11%	3	-4	-20	-0.6%	14
CC(=O)[C@H]1CC[C@H]2[C@@H]3CC[C@H]4C[C@H](O)CC[C@]4(C)[C@H]3C(=O)C[C@]12C	3	-24	-0.6	-7%	-7	-3	-11	-0.7%	/
CCCCCn1c(=O)c(C(=O)NCc2ccccc2Cl)c(O)c2ccccc21	0	-5	0.1	-10%	-4	-3	-4	1.1%	2
Cc1ccc(N2CCN(CCc3ccccc3)CC2)cc1	4	-44*	0.0	-11%	4	-11	-21	0.1%	-27
COc1c(C)cc(C(=O)C2CCCN(Cc3ccccn3)C2)cc1C (stereo unspecified)	5	-1	-1.1	-10%	1	1	0	-1.5%	-18
O=C1CCCC2C3CCCN4CCCC(CN12)C34 (stereo unspecified)	3	16	2.2	-4%	-1	-4	/	1.6%	-8
COc1ccc(-c2nc3ccccc3n2OC(=O)N(C)C)cc1	-1	1	0.6	-6%	9	-1	-4	2.0%	10
CCc1c(C)nc(N)nc1N1N=C1SCC(=O)OC	2	10	-0.1	-4%	0	-2	2	6.2%	12
O=[N+]([O-])c1ccc(N2CCOCC2)c2ccncc12	1	12	0.8	-18%	4	0	-26	3.9%	4

Complete entries, quoted from the list. Screens in order: D1 ag | D1 antag | TRHR ag | Anesthetic bind | TRHR enhancer | D1 PAM | RXFP1 antagonist | RXFP1 agonist | D2 PAM
CCc1c(C)nc(N)nc1N1N=C1SCC(=O)OC reads 2 | 10 | -0.1 | -4% | 0 | -2 | 2 | 6.2% | 12
COc1c(C)cc(C(=O)C2CCCN(Cc3ccccn3)C2)cc1C (stereo unspecified) reads 5 | -1 | -1.1 | -10% | 1 | 1 | 0 | -1.5% | -18
Cc1[nH]c2ccccc2c1C1=CCNCC1 reads -1 | 4 | -0.2 | ? | 1 | 2 | -4 | -3.1% | /
CCCCCn1c(=O)c(C(=O)NCc2ccccc2Cl)c(O)c2ccccc21 reads 0 | -5 | 0.1 | -10% | -4 | -3 | -4 | 1.1% | 2
O=C1CCCC2C3CCCN4CCCC(CN12)C34 (stereo unspecified) reads 3 | 16 | 2.2 | -4% | -1 | -4 | / | 1.6% | -8

(more compounds)
mol	D1 ag	D1 antag	TRHR ag	Anesthetic bind	TRHR enhancer	D1 PAM	RXFP1 antagonist	RXFP1 agonist	D2 PAM
CCn1c(O)c(C=Nc2ccc(N3CCOCC3)c(Br)c2)c(=O)n(CC)c1=S	2	-4	0.8	-8%	-2	-1	-6	7.2%	-5
Cc1ccc(OCC(=O)N2CCN(CCc3ccncc3)CC2)cc1	-1	0	0.0	11%	-2	2	6	-2.6%	-19
COc1nc2ccccc2c(=O)n1-c1ccc(Cl)cc1	0	9	-0.9	-14%	-1	2	-6	0.5%	23
O=Cc1cn(Cc2ccc(F)cc2Cl)c2ccccc12	16	-27	-1.1	?	-3	-1	-9	-0.8%	-5
CNS(=O)(=O)c1ccc(N=Cc2c(O)n(-c3ccc(C)cc3)c(=O)[nH]c2=O)cc1	11	0	0.7	-8%	5	-1	-1	0.0%	4
Cc1cc(/C=C2\C(=O)NC(=O)N(c3cccc(F)c3)C2=O)c(C)n1-c1cc(C(=O)O)cc(C(=O)O)c1	1	-6	0.9	-11%	-4	-2	-19	-0.5%	-7
CC(C)CCOP(N)(=O)Oc1ccccc1 (stereo unspecified)	2	-14	0.1	-9%	23	1	/	0.7%	-7
OC12CCCCC1C(c1ccccc1)NCC2 (stereo unspecified)	2	-9	0.6	-14%	-1	-4	-7	2.0%	-3
O=C1NC(=O)N(Cc2ccco2)C(=O)/C1=C\c1cccn1CCOc1ccc(Cl)cc1	1	0	1.0	?	-1	-8	?	-2.8%	15
CC(C(=O)Nc1ccc(Br)cc1C(=O)c1ccccc1)N1CCOCC1 (stereo unspecified)	2	16	0.1	5%	8	3	-3	1.4%	11
O=C(NCC(c1cccnc1)N1CCN(c2ccc(F)cc2)CC1)Oc1ccccc1 (stereo unspecified)	2	-14	0.6	0%	-7	-4	-6	0.3%	-1
COc1ccc(/C=C2/C(=O)N(Cc3ccco3)C(=O)N(C(C)C)C2=O)cc1	4	-8	1.0	-6%	-1	1	-10	2.1%	-9

Other entries:
mol	D1 ag	D1 antag	TRHR ag	Anesthetic bind	TRHR enhancer	D1 PAM	RXFP1 antagonist	RXFP1 agonist	D2 PAM
Cc1cc(N2C(=O)C3CCCN3C2c2ccc(Cl)c(Cl)c2)no1 (stereo unspecified)	0	25	-0.2	-15%	0	-4	4	3.2%	1
Fc1ccccc1CNCCc1c[nH]c2ccccc12	1	4	1.0	-13%	-1	1	-14	0.4%	-21
COc1ccccc1NC1(C#N)CCCCC1	7	10	0.5	-8%	0	-1	1	0.3%	4
CNC(=O)Oc1ccc(-c2cn3cc(C)ccc3n2)cc1	0	1	-1.4	-3%	-2	-4	-2	0.7%	14
C=C(C)[C@@H]1C2C(=O)O[C@H]1[C@H]1OC(=O)[C@@]34OC3C[C@]2(O)[C@@]14C (stereo partly specified)	1	3	0.5	/	-1	-2	/	-0.2%	7
c1ccc2c(CNC3CCCCCC3)c[nH]c2c1	10	-21	0.9	-18%	-2	-9	-9	2.0%	3
O=c1c2ccccc2nc(-c2ccco2)n1-c1ccccn1	1	-14	0.3	-24%	-3	-2	-1	1.7%	16
CC1CCN(S(=O)(=O)c2ccc(NN=C(C#N)C#N)cc2)CC1	23	-16	0.6	-15%	5	-10	/	-1.3%	4
CCCOc1ccc(N2C(=O)CC(N3CCC(O)(c4cccc(C(F)(F)F)c4)CC3)C2=O)cc1 (stereo unspecified)	2	-32*	0.0	?	-1	1	-6	0.6%	6
O=c1[nH]c(=S)[nH]c(O)c1N=Nc1cc2c(cc1[N+](=O)[O-])OCO2	1	-19	-0.2	2%	-4	-3	3	-1.0%	2
COC(=O)C1=C(c2cccc3c2S(=O)(=O)c2ccccc2-3)C[C@@H]2CC[C@H]1N2C(=O)N1CCc2cc(OC)c(OC)cc2C1	4	-48*	0.4	/	2	-3	/	2.9%	-1
CN(CCCCC(=O)/C=N/O)Cc1ccccc1 (tested in a mixture with another compound)	0	0	0.5	-14%	-9	-6	7	1.2%	-11

The results go on.
mol	D1 ag	D1 antag	TRHR ag	Anesthetic bind	TRHR enhancer	D1 PAM	RXFP1 antagonist	RXFP1 agonist	D2 PAM
Cc1cccc(CN(C)C)c1OC(=O)N(C)C	4	6	1.0	3%	-3	-7	-6	2.5%	-5
CCc1ccc(OCC(=O)N2CCN(CCc3ccncc3)CC2)cc1	10	-9	-1.9	7%	4	0	/	0.8%	19
Cc1onc(-c2ccccc2Cl)c1C(=O)N1C=CC(C(F)(F)F)=NCC1	2	-13	-0.2	26%	-1	7	0	2.2%	14
O=C(N/N=C/c1c(O)n(C2CC2)c(=S)[nH]c1=O)c1ccccc1Cl	0	7	-0.1	4%	2	2	-2	7.5%	/
COC(=O)C1=C(c2ccc(OC)c(OC)c2)C[C@@H]2CC[C@H]1N2C(=O)N1CCCCC1	-1	35	0.0	/	-4	0	/	-0.6%	6

The list is partial; the hit share may differ from the screen's.
